hERG WT inh = KCNH2 (human, wildtype) channel inhibition. Q12809. U2OS, BacMam KCNH2, thallium flux FluxOr; hits give low values. activity change, % at 1.84 µM. 340,000 compounds, 0.37% hits. AID 720551;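 active = maximum activity change below -70%; inconclusive = maximum activity change between -70% and -50%; inactive = maximum activity change above -50%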; also: % is scaled to controls: 0 for no effect and ±100 for the full control effect
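U2OS cells transduced with wild-type KCNH2 virus are loaded with FluxOr dye for 45 min, and thallium flux is measured in kinetic reads before and after stimulation buffer. Rate constants are normalized to DMSO controls.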
TSHR antagonist = antagonists of human thyroid stimulating hormone receptor; TSHR-expressing cells, TSH-stimulated cAMP HTRF, 2 h; hits give low values; P16473; AID 504810; 330,000 compounds, 0.2% hits; activity change, negative = inhibition, % at 11.5 µM;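 active = activity change below a set negative limit, meaning inhibition stronger than a set level, cut at about -70% in these data; inconclusive = activity change between two set negative limits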; also: % is scaled to controls: 0 for no effect and ±100 for the full control effect
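Antagonism was scored as loss of TSH-driven cAMP in TSHR cells, stimulated with 4nM TSH (EC80) for 2 hours at 37 deg C and detected by homogeneous HTRF competition immunoassay.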
Chronic BCR inh = chronic active BCR signaling inhibition; ABC-DLBCL IkBa-CBG/CBR reporter, luminescence ratio, 4 h; Potency, µM (doses to about 46.1 µM), inactives show at the highest dose ratio change, negative = lower green/red ratio, hits mostly inhibitors; 340,000 compounds, 0.05% hits; AID 493014; active = well fitted inhibition curve with a large enough effect in the signal ratio, with a control signal flat, not every such curve was filed as active; inconclusive = small, poorly fitted or top-dose-only effect, or effect the other way, or a change in a side signal; the % refers to the signal ratio;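 also: potency is read from the fitted curve at half-maximal effect; plate controls were basal doxycycline-induced cells for no effect and cells given 10 µM MG132 for full effect; MG132 reads +100%, hits lower the ratio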
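Cell line TMD8 (human ABC DLBCL), stably expressing tet-inducible CBG68-IkBa fusion and CBR; IMDM/0.5% FBS; cpd up to 46 uM; dox induction, 4 h, 37C/5% CO2; dual luminescence; green/red ratio; MG132 control.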
Giardia killer = kills Giardia lamblia. Giardia lamblia trophozoite viability. activity change, % at 7.66 µM, hits read low. 340,000 compounds, 0.15% hits; in the data active = activity change below about -80%; inconclusive = between about -30% and that limit;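 also: parasites exposed to compound for two days anaerobically before the ATP read; % is scaled to controls: 0 for no effect and ±100 for the full control effect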
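Compounds were tested on trophozoites seeded at 100 cells/well and held 48 hrs at 37 deg C anaerobically. An ATP-based luminescent kit measured the remaining live cells.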
Tb PFK inh = inhibitors of T. brucei phosphofructokinase; O15648; T. brucei PFK, ADP-Glo luminescence; Potency, µM (series often up to 57.5 µM), without a hit: top-dose activity, negative = inhibition, usual class: inhibitors; 330,000 compounds, 0.17% hits; AID 485367;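 also: potency is read from the fitted curve at half-maximal effect; 0% = uninhibited 1x PFK enzyme wells and -100% = no-enzyme wells; nearly all actives have a fitted effect of over 60% in size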
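Compounds were pin-transferred as a titration series up to 57 uM into substrate buffer (0.5 mM F6P, 0.1 mM ATP, pH 8.0), then 1.25 nM PFK was added and reactions ran 45 min before ADP-Glo detection.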
TCR activator = activators of T cell receptors; Potency, µM (titrated, usually from 9.22 µM), for the others: at the highest dose activation of IL-2 secretion, hits mostly activators; primary human leukocytes, anti-CD3, IL-2 HTRF, 48 h; 330,000 tested, under 10 active; also: % of control where 0% means no effect
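Human primary leukocytes + a-CD3 beads + cpd, 48 hr; IL-2 in supernatant by HTRF (ex 320nm / em 665nm). No co-stimulatory signal supplied.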
A-T KAP1 phos = potential ataxia-telangiectasia treatments restoring KAP-1 phosphorylation. […] A-T fibroblasts, KAP-1 phosphorylation AlphaLISA; neocarzinostatin DNA damage 30 min before lysis. Potency, µM (top dose mostly 57.5 µM), for the others: at the top dose activation, hits mostly activators. 320,000 compounds, 0.19% hits. AID 485349; also: potency is read from the fitted curve at half-maximal effect; % of control where 0% means no effect; nearly all actives have a fitted effect of over 45% in size
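ATM-like activity read as KAP-1 phosphorylation via AlphaLISA donor/acceptor antibody pairs after lysis and 6 hr at 25C. Cells were ATM-null patient fibroblasts ([…], hTERT), dosed 60 min, then exposed to the DSB inducer NCS for 30 min.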
GALK inhibitor = inhibitors of human galactokinase | Purified GALK, Kinase-Glo residual ATP luminescence | Potency, µM (titrated, usually from 57.5 µM), inactives show at the top dose activity change, negative = inhibition, most hits filed as inhibitors | 270,000 compounds, 0.007% hits; also: potency is read from the fitted curve at half-maximal effect; % is scaled to controls: 0 for no effect and ±100 for the full control effect
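Luminescence from leftover ATP (Ultra-Glo luciferase/luciferin) served as read-out after a 1 h room-temperature reaction of 5 nM GALK with 35 uM ATP and 100 uM galactose.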
FBPA coupling cs = coupling enzyme interference in Giardia aldolase counter-screen; coupling enzyme system counterscreen, AmpLite Red fluorescence; activity change, negative = inhibition, % at 58.2 µM, hits read low; 290,000 compounds, 0.67% hits; AID 2472; in the data active = activity change below about -30%; also: % is scaled to controls: 0 for no effect and ±100 for the full control effect
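Fluorescence at 525 nm excitation and 598 nm emission measured inhibition of the coupled detection system without aldolase. Compounds (at 57.5 uM final) were preincubated 10 min at room temperature with coupling enzyme reagent before a 20 min substrate/AmpLite Red step.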
MLL CXXC-DNA inh = MLL CXXC-DNA interaction inhibition; Q03164; Potency, µM (highest dose often 115 µM), inactives show top-dose activity change, negative = inhibition, usual class: inhibitors; 290,000 compounds, 0.037% hits; MLL-CXXC / FITC-HOXA9 DNA fluorescence polarization; active = well fitted inhibition curve with a large enough effect in the polarisation, with a control signal flat, not every such curve was filed as active; inconclusive = small, poorly fitted or top-dose-only effect, or effect the other way, or a change in a side signal; inactive = no such curve, though single readings can be large or run the other way; the % refers to the polarisation; also: potency is read from the fitted curve at half-maximal effect
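Fluorescence polarization: 7 uM MLL-CXXC (stock) preincubated 5 min with compounds, then 50 nM fluorescein-HOX-A9 DNA (stock) added; 30 min ambient. Buffer 50 mM Tris-HCl pH 7.5, 50 mM NaCl, 1 mM DTT, 0.05% BSA.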
* hit, by the source's call; ? = inconclusive; / = no result given; [ ] = dose if it differs, or a comment. Unless noted, calls follow the shape of the dose curve; as a rule, active = well fitted curve in the direction sought with a large enough effect; inconclusive = small, poorly fitted or top-dose-only effect, or another doubt; inactive = no such curve, though single readings can be large; an effect the other way counts as inactive or inconclusive. Random draw from the library (roughly 1.6% active in at least one column).

SMILES | hERG WT inh | TSHR antagonist | Chronic BCR inh | Giardia killer | Tb PFK inh | TCR activator | A-T KAP1 phos | GALK inhibitor | FBPA coupling cs | MLL CXXC-DNA inh
CCCc1nc(N)c(C#N)c(N)c1C#N | -3.6 | -2.7 | 2.6% | -1.7 | -1.0% | -10.3% | -3.9% | 0.7% | 2.1 | -4.0%
COCC(=O)Nc1ccccc1C#N | 2.4 | -3.3 | 10.9% | 3.0 | -3.5% | 6.7% | -1.1% | -2.2% | 0.5 | 6.1%
Cc1ccc(C(=O)CC(=O)c2cccc(F)c2)c(O)c1 | 1.3 | -9.0 | ? | -2.3 | -3.6% | / | -1.5% | -2.6% | -1.9 | 0.5%
O=C(COc1ccc(Cl)cc1Cl)N/N=C/C1CC=CCC1 (stereo not given) | -7.5 | -19.1 | ? | -12.4 | 6.3% | -1.0% | 1.3% | -8.9% | / | 35.4%[activator]
Cc1cc(C)n(-c2cc(Oc3ccccc3)ncn2)n1 | -3.8 | -2.0 | ? | 5.0 | -3.7% | 3.1% | 4.6% | 0.8% | 1.0 | 1.4%
COc1ccc(-c2nnc3sc(-c4ccc(Br)o4)nn23)cc1OC | / | -1.1 | 1.5% | / | -1.3% | / | -7.9% | 0.3% | -3.0 | -0.3%
Cc1cc(C(=O)NCC2CCCCC2)ccc1[N+](=O)[O-] | 3.4 | 1.5 | ? | 0.4 | -4.4% | -65.4% | -0.2% | -2.2% | -2.6 | 4.7%
O=C(CSCc1ccccc1)Nc1ccc(S(=O)(=O)Nc2ncccn2)cc1 | 1.6 | -0.5 | 0.1% | -21.0 | -4.3% | 6.5% | 0.5% | 1.0% | 0.5 | 10.9%
CCOC(=O)/C(C#N)=C/c1cc2ccccc2nc1Cl | 2.5 | -5.2 | ? | 0.2 | 2.6% | -0.1% | -2.6% | -3.0% | 0.6 | -25.9%
NC(=O)NC(=O)CC1S/C(=N/N=C/c2ccccc2)NC1=O (stereo not given) | -7.2 | -10.9 | 1.2% | 0.8 | 2.9% | 6.9% | 2.0% | -2.1% | -1.8 | 0.5%
O=C(CSc1nnc(NC(=O)c2c(F)cccc2F)s1)NCc1ccco1 | -3.9 | -4.7 | -0.7% | -14.6 | -3.2% | -1.4% | 6.0% | / | / | /
O=C(C#Cc1ccccc1)c1ccco1 | -2.7 | ? | ? | 2.5 | -10.2% | 0.9% | -5.6% | -6.8% | 0.3 | -2.4%
O=C(O)C(Cc1c[nH]c2ccccc12)N1CCS(=O)(=O)CC1 (stereo not given) | 5.8 | 3.8 | 3.4% | -10.4 | -6.5% | -2.1% | -1.7% | 0.1% | -6.7 | 5.6%
CN(C(=O)CSc1nnc(-c2ccc(OC(F)F)cc2)n1N)C1CCS(=O)(=O)C1 (stereo not given) | -1.5 | 9.4 | -5.0% | 0.2 | 0.0% | -1.4% | -1.4% | / | / | /
Nc1ncc(-c2cc3ccccc3oc2=O)s1 | 5.5 | 10.7 | 0.0% | 2.1 | -5.2% | 6.0% | -4.5% | 7.6% | -1.9 | -5.8%
O=S(=O)(NCc1ccco1)c1ccc(S(=O)(=O)N2CCCCC2)cc1 | 7.0 | -7.7 | 6.3% | 4.6 | -1.8% | -2.5%[46.1 µM] | / | 0.3% | 0.6 | -18.8%
O=C(O)C1CCN(c2ccccc2[N+](=O)[O-])CC1 | 8.5 | 13.0 | 3.7% | ? | -0.1% | / | 3.5% | -1.5% | 0.6 | 3.4%
O=C(O)c1cc(NC(=O)C2CCCO2)cc(NC(=O)C2CCCO2)c1 (stereo not given) | -6.8 | 9.6 | -2.3% | 6.5 | -11.4% | -6.4% | 9.6% | 0.3% | 2.9 | 16.3%
O=C(/C=C/c1ccc(S(=O)(=O)N2CCOCC2)cc1)OCC(=O)c1ccc([N+](=O)[O-])cc1 | 10.3 | 10.9 | ? | -6.7 | 2.7% | 2.9% | ? | -3.5% | 5.7 | 1.1%
Cc1cc(NC(=O)c2cc(-c3ccccn3)nc3c(Cl)cccc23)no1 | 0.6 | 18.0 | 14.1% | -5.4 | -3.9% | -9.1% | 7.4% | -1.9% | -1.7 | ?
O=C(CCSc1nnc(-c2ccncc2)o1)Nc1cccc(Cl)c1 | -16.4 | 3.0 | -0.8% | -4.8 | 2.0% | -0.7% | -0.1%[11.5 µM] | 0.4% | -0.7 | -8.5%
C=CCOn1c(C)c(C(C)=O)c2c3no[n+]([O-])c3ccc21 | 3.7 | -4.6 | 0.3% | -0.9 | -3.5% | -2.7%[46.1 µM] | -8.9% | -0.1% | 1.2 | -3.5%
CN(c1ccccc1C(=O)NCC1CCCO1)S(C)(=O)=O (stereo not given) | -0.4 | 13.0 | -3.4% | -7.9 | -0.7% | 0.7% | 0.1% | -2.9% | 0.8 | -1.5%
COc1cccc(NS(=O)(=O)c2ccc(S(=O)(=O)N3CCOCC3)cc2)c1 | 7.7 | -6.4 | 0.4% | 4.1 | -0.8% | -2.2% | -0.5% | 0.1% | -3.0 | -2.7%
CC(C)c1ccc(/C=C2\CC/C(=C\C=N\N(C)C)C2=O)cc1 | -8.7 | -36.8 | -17.6% | 16.0 | -4.3% | -32.3% | / | 0.5% | -2.5 | 1.7%
(further entries)
SMILES | hERG WT inh | TSHR antagonist | Chronic BCR inh | Giardia killer | Tb PFK inh | TCR activator | A-T KAP1 phos | GALK inhibitor | FBPA coupling cs | MLL CXXC-DNA inh
Cc1c(C(=O)N2CCOCC2)c(S(=O)(=O)Nc2ccc(OC(F)(F)F)cc2)c(C)n1C | 3.5 | 24.7 | -4.3% | -6.9 | -3.8% | 0.4% | 1.1% | 5.5% | 4.2 | 5.5%
S=C1SCN(CC2CC2)CN1CC1CC1 | 3.6 | 3.0 | ? | -10.0 | -8.4% | -4.4% | -4.5% | -1.8% | -0.2 | -3.5%
c1ccc(-c2nc(N3CCOCC3)c3ccccc3n2)nc1 | -2.5 | -0.7 | ? | 5.1 | 3.8% | -52.0% | -8.4% | -2.4% | 4.7 | 9.9%
Cc1ccc(-c2ccnc3c(Br)c(C)nn23)cc1 | -6.8 | -1.4 | -0.4% | 6.0 | 1.6% | -7.0% | 10.5% | -1.9% | -1.6 | -11.2%
CC(=O)C[C@@H](O)CC(=O)[C@H]1OC(=O)[C@H](C)C/C=C\Cc2ccccc21 | 6.8 | 1.6 | 9.7% | -1.3 | 2.8% | 4.2% | 13.6% | / | / | /
COc1ccc([N+](=O)[O-])cc1NC(=O)CCN1CCN(CCO)CC1 | 0.6 | 7.9 | 0.1% | 3.1 | 0.7% | 12.5%[46.1 µM] | -2.5% | 1.7% | 3.5 | 3.5%
CCN(CC)S(=O)(=O)c1ccc(N2CCOCC2)c(NC(=O)c2cnccn2)c1 | -2.9 | 4.8 | -2.4% | 4.4 | -9.5% | -8.7%[46.1 µM] | 3.8% | 1.0% | -0.1 | -5.4%
CCCSc1ncccc1C(=O)O | 27.6 | -6.0 | -0.8% | -0.5 | -2.1% | 1.0% | 6.1% | / | 4.1 | 0.6%
O=C(COC(=O)c1ccc(O)cc1)Nc1cccc(S(=O)(=O)NC2=NCCCCC2)c1 | 3.9 | -2.9 | 6.7% | 35.4[activator] | 1.0% | -6.7% | -6.8% | 2.0% | 1.4 | -10.6%
O=C(NCc1cccs1)c1ccc(CS(=O)Cc2ccccc2Cl)o1 (stereo not given) | -11.9 | 4.1 | 14.7% | 33.5[activator] | -2.1% | -1.8% | 1.2% | -0.3% | / | -3.4%
O=[N+]([O-])c1ccc(O)c(Nc2c([N+](=O)[O-])ccc3nonc23)c1 | 2.2 | -10.2 | ? | ? | 0.0% | 1.9% | 0.3% | 11.0% | 6.2 | -8.4%
Cn1c(SCC(=O)c2ccc3c(c2)Cc2ccccc2-3)nnc1-c1cccc(N)c1 | -8.3 | -19.5 | 6.3% | 20.8 | 0.1% | 12.2% | / | -1.8% | 1.2 | 18.3%
CCN(CC)S(=O)(=O)c1cccc(-c2nnc(SCC(=O)NC)n2N)c1 | -4.9 | 12.0 | -8.8% | 6.8 | -7.9% | -2.2% | 5.5% | 7.1% | 0.1 | 4.1%
Nc1nc(SCC(=O)NC2CCCC2)[nH]c(=O)c1NC(=O)c1cccs1 | 0.9 | -1.5 | 2.5% | -5.3 | 0.9% | -0.2% | 1.1% | -0.3% | 0.0 | -4.0%
CS(=O)(=O)c1ccc(Sc2nc3ccccc3s2)c([N+](=O)[O-])c1 | -2.5 | 2.0 | ? | -5.6 | 6.2% | 2.5%[46.1 µM] | -0.1% | -2.9% | 0.5 | 35.2%[activator]
CC1(C)Cc2c(sc(/N=C/N3CCCCCC3)c2C#N)C(C)(C)N1 | -2.6 | 18.1 | -0.2% | 12.6 | 0.9% | -0.2% | -12.4% | 9.9% | -2.2 | 0.2%
CC(C)C[C@H](NC(=O)C1CC(=O)N(c2ccc3c(c2)OCO3)C1)C(=O)NC1CCCC1 (stereo not given in full) | 6.3 | 34.1 | 2.4% | 4.0 | 0.0% | -7.1% | -20.5% | -5.1% | / | -1.1%
COc1ccc(N2CCN(C(=O)CSc3ncn[nH]3)CC2)cc1 | -5.5 | 1.8 | -1.4% | 7.1 | 5.1% | 2.8% | -2.3% | / | / | /
Cc1ccc(S(=O)(=O)Nc2ccnc3ccccc23)cc1 | -0.9 | 0.0 | -0.8% | -2.3 | 5.4% | -4.1% | 0.6% | -0.6% | 2.7 | 11.0%

Source: PubChem BioAssay (National Center for Advancing Translational Sciences (NCATS))
